SK-BR-3 tox 24h: SK-BR-3 proliferation inhibitors, primary screen, cell-based, human, 24 h; SK-BR-3 viability, CellTiter-Glo ATP luminescence; stronger effect = lower value; viability, % at 10 µM; hit rate 0.47% among 41,000; AID 847, 2007;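 active means viability at or below the median of all test compounds minus 3 SD, in both replicates if run twice, cut at about 45% in these data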;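 further: 100% = median untreated cell wells and 0% = median positive control drug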
* hit, by the source's call; & = joins results of further samples.

SMILES	SK-BR-3 tox 24h
CC(C)c1nccn1S(=O)(=O)c1cc(Cl)ccc1Cl	99
O=C(CN1CCN(c2ccc(F)cc2)CC1)Nc1ccc(-n2cnnn2)cc1	92
COc1ccc(-c2noc(CSc3nc4ccccc4c(=O)n3-c3ccccc3)n2)cc1OC	99
c1cncc(-c2nn3c(Cn4nnc5ccccc54)nnc3s2)c1	107
CCn1cc(S(=O)(=O)CC(=O)NC2CCCCC2)c2ccccc21	80
Cc1ccnc(NC(=O)CCC(=O)N(CC(=O)NCC2CCCO2)Cc2ccc(F)cc2)c1 (stereo not drawn)	113
COCCNC(=O)c1cc2sc3ccccc3c2s1	106
c1coc(CNc2ncnc3c2oc2ccccc23)c1	97
CN(CCNC(=O)C1(O)c2ccccc2NC(=O)N1c1ccccc1)Cc1ccccc1 (stereo not drawn)	77
CCOc1ccc(-n2c(SC(C)C)nc3c(c2=O)SCC3)cc1	81
CCn1c(=O)n(CC)c2cc(S(=O)(=O)Nc3ccccc3C)c(C)cc21	81
CCC(C)Nc1nc(SC(C(C)=O)C(C)=O)nc(N(C)C)n1 (stereo not drawn)	83
CCOC(=O)C1=C(C)NC(=O)NC1c1ccc2c(c1)OCCO2 (stereo not drawn)	106
Cn1cc(S(=O)(=O)CC(=O)Nc2ccc3c(c2)OCCO3)c2ccccc21	96
COC(=O)c1ccc(O)c(Sc2cc(C(=O)OC)ccc2O)c1	91
CCOc1ccccc1NS(=O)(=O)c1cccs1	87
Cc1ccc(-c2noc(COc3ccccc3C)n2)cc1	97
O=C(Cc1ccccc1)Nc1nonc1NC(=O)c1ccccc1	77
Cc1ccc(C2C(C(=O)c3sc(C)nc3C)=C(O)C(=O)N2CCN(C)C)o1 (stereo not drawn)	83
Cc1cc(C)n(C(=O)c2cc3sccc3[nH]2)n1	84
CC(=O)Nc1ccc(S(=O)(=O)N2CCCc3ccccc32)cc1	101
CCN(CC)CCOC(=O)c1c(C)oc2ccc(OC)cc12	86
COc1cc2cc3c(N)c(C(=O)NCc4ccco4)sc3nc2cc1OC	86
CCn1c(SCC(=O)NCc2ccccc2)nc2ccccc2c1=O	115
CCS(=O)(=O)Nc1ccc(-c2nnc(SCC(=O)c3ccc(NC(C)=O)c(OC)c3)o2)cc1	69
COc1ccccc1-c1cc(C(=O)NC(C)C)no1	82
CCCc1nnc(NC(=O)c2cc(OC)cc(OC)c2)s1	82
COc1ccc(-n2ncc3c(NCc4ccccn4)ncnc32)cc1	92
Cc1noc(/C=C/N(C)C)c1S(=O)(=O)N(C)CC(=O)N1CCc2ccccc21	83
CC(C)(C)OC(=O)N1CCCC1C(=O)NCCc1ccccc1 (stereo not drawn)	81
CC(C)(C)c1ccc(OCC(=O)NCc2ccco2)cc1	98
Cc1cc(C(=O)O)c(S(C)(=O)=O)s1	109
COc1ccc2occ(C(=O)c3coc4ccc(O)c(CN(C)C)c34)c2c1	50
CC1(C)NC(=O)N(CC(O)COc2ccc(-c3ccccc3)cc2)C1=O (stereo not drawn)	114
CCOC(=O)c1cnc(-n2nc(C)cc2C)nc1N1CCOCC1	101
CCCC(=O)NCCc1cc2ccc(OC)cc2[nH]c1=O	86
Cc1ccc(C(=O)c2nocc2C(=O)c2cccs2)cc1	72
CC(C)Cn1c(=O)c(C(=O)NCc2ccccn2)c(O)c2ccccc21	119
COc1cccc(NS(=O)(=O)c2ccc(Br)s2)c1	91
COc1ccccc1-c1nnc(SCC(=O)Nc2nc(-c3ccccc3)cs2)n1C	105
O=C(c1ccc(-c2ccccc2)cc1)N1CCCC1	79
O=C(CNS(=O)(=O)c1cccc(C(F)(F)F)c1)Nc1ccccc1F	95
O=C(CN1C(=O)c2cccc3cccc1c23)NCc1cccnc1	95
COc1ccccc1NC(=O)C1=C(C)Nc2nc(-c3cccs3)nn2C1c1cccc(O)c1 (stereo not drawn)	53
CCOc1ccc(C2C=C(c3ccc(C)cc3)Nc3ncnn32)cc1 (stereo not drawn)	88
COCCNCC#CCOc1ccc(OC)cc1	91
COc1ccccc1OCCNC(=O)c1ccccc1C	95
COCCCN1C(=O)C(=O)/C(=C(/O)c2ccc3c(c2)CC(C)O3)C1c1cccnc1 (stereo not drawn)	85
COCCNc1nc2c(c(=O)n(Cc3ccc(OC)cc3)c(=O)n2C)n1C	84
CC(C)[C@H](NC(=O)Nc1ccc(Oc2ccccc2)cc1)C(=O)O	88
The listing continues:
SMILES	SK-BR-3 tox 24h
COc1ccc(OC)c(NC(=O)CCCN2C(=O)C3C4C=CC(C4)C3C2=O)c1 (stereo not drawn)	90
COC(=O)c1sc(NC(=O)C(C)C)c(C(=O)OC)c1C	81
CCCN(CCC)c1nc2ccccc2n2c(C)nnc12	90
Nc1nc(SCc2ccc(Cl)cc2Cl)n[nH]1	99
O=C(O)C1(c2cccc(Cl)c2)CCC1	90
CCOC(=O)c1ccccc1OCc1cc(/C=N/n2cncn2)ccc1OC	108
CCOC(=O)CNC(=O)Nc1ccccc1C(=O)OC	96
CCCCNC(=O)OC(C)CNC(=O)Oc1cccc(C)c1 (stereo not drawn)	102
COc1cccc(-c2cc(C(=O)Nc3cnn(Cc4ccccc4C)c3)no2)c1	83
O=C(c1cccc(F)c1)N1CCc2ccccc21	96

4 compounds picked at random from those above, as already listed:
SMILES	SK-BR-3 tox 24h
CCCN(CCC)c1nc2ccccc2n2c(C)nnc12	90
O=C(O)C1(c2cccc(Cl)c2)CCC1	90
COc1cccc(-c2cc(C(=O)Nc3cnn(Cc4ccccc4C)c3)no2)c1	83
O=C(c1cccc(F)c1)N1CCc2ccccc21	96

(continued)
SMILES	SK-BR-3 tox 24h
CC(C)Oc1ccc(/C(O)=C2/C(=O)C(=O)N(CCN(C)C)C2c2ccco2)cc1 (stereo not drawn)	79
Cc1noc(NS(=O)(=O)c2ccc(NC(=O)CCC3CCCCC3)cc2)c1C	89
CCOC(=O)N1CCN(C(=O)CS(=O)(=O)c2cn(Cc3cccc(F)c3)c3ccccc23)CC1	52
Cn1ncc2c1ncn1nc(CCc3ccccc3)nc21	86
O=C(CCS(=O)(=O)Cc1ccccc1)NC1CCCCC1	106
COc1ccc(C(OC(=O)c2ccco2)C(=O)NCC2CCCO2)cc1 (stereo not drawn)	87
Cc1cc2c(c(=O)n1CCN(C)C)C(c1ccncc1)C(C#N)=C(N)O2 (stereo not drawn)	75
CC1(C)Cc2c(sc3c2c(=O)n(Cc2ccccc2)c2nncn32)CO1	66
C(=N\n1cnnc1)/c1ccccn1	100
COc1ccc2[nH]c(C)c(C(=O)CN3CCOCC3)c2c1	87
CCc1c(C)sc(NC(=O)c2cc(-c3cc(OC)ccc3OC)on2)c1C#N	91
O=C(Cc1cn2ccsc2n1)Nc1nc2c(s1)CCCC2	74
CCn1c(=O)c2c(nc(SCc3ccccn3)n2C)n(C)c1=O	97
CCCn1c(C)nc2c(c1=O)c1nc3ccccc3nc1n2CCc1ccccc1	103
O=C1C2C3C=CC(C3)C2C(=O)N1CCN1CCN(S(=O)(=O)c2ccc3ccccc3c2)CC1 (stereo not drawn)	78
CSc1[nH]c(=O)c(C(=O)O)cc1C#N	87
COc1cccc(NC=C2C(=O)OC(C)(C)OC2=O)c1	101
c1ccc2c(c1)CCCC2C1=NCCN1 (stereo not drawn)	89&92
COc1ccc(S(=O)(=O)NCc2ccc3c(c2)OCO3)cc1C(=O)O	94
CC(C)c1ccc(NC(=O)c2cnn(-c3ccccc3)c2NC(=O)c2ccco2)cc1	82

Part of the list above in order of SMILES length, falling:
SMILES	SK-BR-3 tox 24h
CCCn1c(C)nc2c(c1=O)c1nc3ccccc3nc1n2CCc1ccccc1	103
COc1ccc(S(=O)(=O)NCc2ccc3c(c2)OCO3)cc1C(=O)O	94
CCn1c(=O)c2c(nc(SCc3ccccn3)n2C)n(C)c1=O	97
COc1ccc2[nH]c(C)c(C(=O)CN3CCOCC3)c2c1	87
COc1cccc(NC=C2C(=O)OC(C)(C)OC2=O)c1	101
O=C(Cc1cn2ccsc2n1)Nc1nc2c(s1)CCCC2	74
CSc1[nH]c(=O)c(C(=O)O)cc1C#N	87
c1ccc2c(c1)CCCC2C1=NCCN1 (stereo not drawn)	89&92

(continued)
SMILES	SK-BR-3 tox 24h
CCCN1C(=O)c2ccc(C(=O)Nc3cc(C)on3)cc2C1=O	91
O=C(CSc1nnc(Cc2ccccc2)o1)NC1CC2CCC1C2 (stereo not drawn)	91
O=C(Cn1nnc(-c2ccccc2NC(=O)c2ccco2)n1)NC1CCCCC1	127
O=C(Oc1ccccc1)c1cccc(N2C(=O)CCC2=O)c1	103
O=C(CSc1ncn[nH]1)Nc1cccc2ccccc12	101
C=CCn1c(SCC(=O)Nc2ccccc2OC)nnc1-c1ccccn1	79
c1ccc(OCCCc2nc(-c3ccncc3)no2)cc1	80
CCn1c(-c2cc(Br)ccc2O)n[nH]c1=S	81
CC(NC(=O)OCc1ccccc1)C(=O)N1CC(O)CC1C(=O)O (stereo not drawn)	104
c1ccc(-n2nnc3cnccc32)cc1	93

Molecules from the list above containing a Cl atom:
SMILES	SK-BR-3 tox 24h
CC(C)c1nccn1S(=O)(=O)c1cc(Cl)ccc1Cl	99
Nc1nc(SCc2ccc(Cl)cc2Cl)n[nH]1	99
O=C(O)C1(c2cccc(Cl)c2)CCC1	90

(further entries)
SMILES	SK-BR-3 tox 24h
O=C(CCN1C(=O)c2ccccc2C1=O)Nc1ccc2c(c1)OCCO2	94
COc1ccc(C(=O)NCC23C=CC(O2)C2C(=O)N(Cc4ccccc4)C(=O)C23)cc1 (stereo not drawn)	79
CCOC(=O)NC1(C(F)(F)F)NC(=O)N(Cc2ccco2)C1=O (stereo not drawn)	109
Cc1nc(NC2=NCN(CCCN3CCOCC3)CN2)nc2c(C)cccc12	94
CC(=O)COc1cc(C)cc2oc(=O)c(C)c(C)c12	115
COc1ccc(C)cc1NC(=O)c1cc2cc3ccc(C)cc3nc2o1	89
CCc1nnc(NS(=O)(=O)c2ccc(NC(=O)OC)cc2)s1	93
O=C(NCCCc1ccccc1)c1ccncc1	93
COc1ccccc1-c1nnc2sc(COc3ccc(Cl)cc3)nn12	65
CCc1c(C)[nH]c(=S)c(C#N)c1C	94
Cc1csc(Sc2nc3c(c(=O)[nH]c(=O)n3C)n2Cc2ccccc2Cl)n1	99
CN(C)S(=O)(=O)N(CC(=O)Nc1ccccc1F)c1ccccc1	88
O=C(CCSc1nc(-c2ccco2)cc(C(F)(F)F)n1)N1CCN(c2ccccc2)CC1	93
COc1ccccc1N1CC(C(=O)Nc2cccc(C(=O)O)c2)CC1=O (stereo not drawn)	119
CCCc1ccc(C(=O)N2CCN(c3ccccc3OCC)CC2)cc1	108
Cc1cc(C(=O)N2CCN(C/C=C/c3ccccc3)CC2)cs1	86
Cc1ccc(-c2nn3c(C)nnc3s2)cc1NC(=O)c1ccc(-c2cccc(Cl)c2)o1	33*
CCOC(=O)c1cc(NC(=O)SCC(=O)O)c(C)nc1C	93
Cc1ccc(N(CC(=O)NC2CC3CCC2C3)S(C)(=O)=O)cc1C (stereo not drawn)	90
CCCCOc1ccc(C(=O)Nc2ccc(N3CCN(C)CC3)cc2)cc1	73

Rewritten with each value named: 2 of the compounds above.
Cc1ccc(-c2nn3c(C)nnc3s2)cc1NC(=O)c1ccc(-c2cccc(Cl)c2)o1
  SK-BR-3 tox 24h = 33*
O=C(CCSc1nc(-c2ccco2)cc(C(F)(F)F)n1)N1CCN(c2ccccc2)CC1
  SK-BR-3 tox 24h = 93

(next part)
SMILES	SK-BR-3 tox 24h
O=C(CN1CCCCC1)Nc1cccc(-n2cnnn2)c1	86
COCCOC(=O)C1=C(C)NC2=C(C(=O)CCC2)C1c1ccc(N(C)C)cc1 (stereo not drawn)	98
Fc1ccccc1COc1cccc(/C=N/n2cnnc2)c1	96
OCC#Cc1cnc2ccccc2c1	153
CSc1nncc(=O)[nH]1	121
CC(=O)N(c1cccc(Br)c1)C1C=CS(=O)(=O)C1 (stereo not drawn)	104
C=CCn1c(C)cc(C(=O)COc2nncc3ccccc23)c1C	89
Cc1ccc2c(c1)c1c3n2CCN(C(=O)Cn2c(-c4ccccc4)noc2=O)C3CCC1 (stereo not drawn)	94
Cc1csc(NC(=O)CSc2nnc(-c3ccccn3)n2-c2ccc(C)c(C)c2)n1	84
ON1C2CCCCC2N(O)C1c1c(F)c(F)c(F)c(F)c1F (stereo not drawn)	82
Cc1ccc(C(=O)COC(=O)c2ccc(Br)o2)cc1C	93
NC(=O)c1ccccc1N/C=C/C(=O)c1ccccc1	111
COc1ccc(NCCNc2ccc(OC)cc2)cc1	58
CCn1c(SCC(=O)Nc2nc(C)cs2)nnc1-c1ccco1	80
O=C(c1ccccc1)c1ccncc1	120
Cc1ccc(N(O)C(=O)OCCNC(=O)Nc2ccccc2)cc1	85
O=C(c1ccco1)N1CCN(c2ccc(Cl)cc2)CC1	94
NC(=O)c1ccccc1N/C=C/C(=O)c1ccco1	90
CCOc1cccc(N2C(=O)CC(NCc3ccc(S(N)(=O)=O)cc3)C2=O)c1 (stereo not drawn)	97
COc1cc2cc(C(c3nnnn3C(C)(C)C)N3CCc4ccccc4C3)c(=O)[nH]c2cc1OC (stereo not drawn)	91
Cc1c(Cl)cccc1NC(=O)CCN1CCCC(C)C1 (stereo not drawn)	94
O=c1[nH]c2ccc(S(=O)(=O)N3CCN(c4ccccc4F)CC3)cc2s1	86
Cc1ccc(C(=O)Nc2ncc(Cc3ccc(F)cc3)s2)o1	92
N#CC1=C(N)C(C#N)(C#N)C(c2ccc[nH]2)C2CCCC=C12 (stereo not drawn)	86
CCNc1c(N)c(=O)oc2ccccc12	92
O=C1c2ccccc2C(=O)N1Cc1ccc2c(c1)OCO2	90
CC1(C)Cc2c(c(-c3ccccc3)[nH]c(=O)c2C#N)CO1	109
COc1ccccc1N1CCN(C(=O)c2ccccc2Oc2ccccc2)CC1	90
Cc1occc1-c1nnc(SCC(=O)N2CCCc3ccccc32)n1Cc1ccco1	95
O=C(O)c1cccc(N2C(=O)CCC2=O)c1	89
Cc1cc(C)nc(CC(N)=O)n1	102
Cc1cc(C)nc(N2CCC(C(=O)NCCc3ccccc3)CC2)n1	83
COc1ccc2[nH]c(=O)c(CN(C)C(=O)C3CCCCC3)cc2c1	88
O=C(Oc1nsnc1N1CCOCC1)N1CCOCC1	121

Screens deposited in PubChem BioAssay by SRMLSC.

An excerpt; rates above refer to the full screens.
